IL-1B inflam inh = inhibitors of inflammasome signaling (IL-1 beta secretion). THP-1 LPS/ATP IL-1B secretion, AlphaLISA, 16 h; active compounds read low. activity change, % at 57.5 µM. 4.7% of 360,000 active. AID 743279; in the data active = activity change below about -50%; inconclusive = mostly about -30% to -49%; also: % is scaled to controls: 0 for no effect and ±100 for the full control effect
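THP-1 cells pretreated 1 hr with compounds (up to 57.5 uM final), then stimulated with LPS (250 ng/mL final) plus ATP (1.25 mM final); secreted IL-1B measured by AlphaLISA after 16 hr, decreased signal indicating inhibition.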
MCF10A rereplic = inducers of DNA re-replication in MCF 10A breast cells | MCF 10A DNA re-replication, Hoechst nuclear intensity, 48 h | Potency, µM (top dose mostly 46.1 µM), inactives show at the highest dose activity, positive = re-replication, actives largely listed as activators | 2.9% of 350,000 active; also: potency is read from the fitted curve at half-maximal effect; % of control where 0% means no effect; nearly all actives have a fitted effect of over 50% in size
HT1080 IDH1KD tx = toxicity to HT-1080 IDH1 knockdown cells (counter line). AID 686971. Potency, µM (top dose mostly 46.1 µM), for the others: top-dose activity, negative = toxicity, actives largely listed as cytotoxic. 2% of 360,000 active. HT-1080 IDH1 knockdown viability, ATP luminescence, 48 h;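 also: potency is read from the fitted curve at half-maximal effect; 0% = DMSO wells and -100% = cell-free medium wells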
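HT-1080-IDH1KD cells (IDH1 knocked down), 750/well in RPMI with 5% FBS, treated with compound 48 h at 37 degrees C. Viability by CellTiter-Glo luminescence, normalised to DMSO and no-cell wells; concentration-response curves classed.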
KB-3-1 cytotox = KB-3-1 parental cell cytotoxicity | AID 1347075 | KB-3-1 viability, CellTiter-Glo ATP luminescence, 72 h | Potency, µM (series often up to 46.1 µM), for inactives: at the highest dose activity change, negative = cytotoxic, most hits filed as cytotoxic | 1.4% of 400,000 active; also: potency is read from the fitted curve at half-maximal effect; % is scaled to controls: 0 for no effect and ±100 for the full control effect; nearly all actives have a fitted effect of over 60% in size
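Here the drug-naive KB-3-1 line serves as comparator for MDR sub-line selectivity; cells received compound titrations, 72 h at 37 °C, then CellTiter-Glo readout.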
HT1080-NT tox = kills 2HG-producing HT-1080-NT fibrosarcoma cells; HT-1080-NT fibrosarcoma viability, CellTiter-Glo ATP luminescence, 48 h; Potency, µM (top dose mostly 46.1 µM), for inactives: top-dose activity, negative = less viability, usual class: cytotoxic; 1.6% of 360,000 active;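 also: NT is the 2HG producing partner of a matched IDH1 knockdown line; potency is read from the fitted curve at half-maximal effect; 0% = DMSO-treated cells and -100% = media-only wells without cells; nearly all actives have a fitted effect of over 55% in size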
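Read-out is CellTiter-Glo luminescence after 10 minutes at room temperature, following 48 hours' compound treatment of HT-1080-NT cells (750 cells/well, RPMI, 5% FBS, 37 degrees C).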
ATXN2 expr inh = inhibitors of ATXN2 expression; HEK-293 ATXN2-luciferase reporter, luminescence, 24 h; Potency, µM (titrated, usually from 57 µM), without a hit: at the top dose activity change, negative = inhibition, hits mostly inhibitors; 0.72% of 360,000 active; AID 1745845; also: potency is read from the fitted curve at half-maximal effect; % is scaled to controls: 0 for no effect and ±100 for the full control effect; nearly all actives have a fitted effect of over 55% in size
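ATXN2-luciferase reporter cells (luciferase flanked by upstream and downstream ATXN2 gene portions) were treated 24 h at 37 °C with compounds at up to 57 uM. SteadyGlo luminescence gave expression; GF-AFC fluorescence gave viability.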
SW480 rerep = induces DNA re-replication in SW480 colon adenocarcinoma cells | SW480 DNA re-replication, Hoechst DNA content imaging, 48 h | Potency, µM (doses to about 46.1 µM), for inactives: at the top dose re-replication activation, most hits filed as activators | 1.8% of 340,000 active; also: potency is read from the fitted curve at half-maximal effect; % of control where 0% means no effect; nearly all actives have a fitted effect of over 55% in size
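Quantitative HTS format with DMSO vehicle controls; 48 hr drug incubation at 37 C, then 40 min Hoechst staining and scanning imager measurement at 405 nm excitation.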
WRN helicase inh = blocks human WRN helicase. Potency, µM (highest dose often 114 µM), for the others: top-dose activity change, negative = inhibition, actives largely listed as inhibitors. 0.46% of 360,000 active. WRN helicase unwinding, fluorescent forked duplex, kinetic. AID 651768; also: potency is read from the fitted curve at half-maximal effect; % is scaled to controls: 0 for no effect and ±100 for the full control effect; nearly all actives have a fitted effect of over 55% in size
Target sequence (Q14191 whole entry, looked up): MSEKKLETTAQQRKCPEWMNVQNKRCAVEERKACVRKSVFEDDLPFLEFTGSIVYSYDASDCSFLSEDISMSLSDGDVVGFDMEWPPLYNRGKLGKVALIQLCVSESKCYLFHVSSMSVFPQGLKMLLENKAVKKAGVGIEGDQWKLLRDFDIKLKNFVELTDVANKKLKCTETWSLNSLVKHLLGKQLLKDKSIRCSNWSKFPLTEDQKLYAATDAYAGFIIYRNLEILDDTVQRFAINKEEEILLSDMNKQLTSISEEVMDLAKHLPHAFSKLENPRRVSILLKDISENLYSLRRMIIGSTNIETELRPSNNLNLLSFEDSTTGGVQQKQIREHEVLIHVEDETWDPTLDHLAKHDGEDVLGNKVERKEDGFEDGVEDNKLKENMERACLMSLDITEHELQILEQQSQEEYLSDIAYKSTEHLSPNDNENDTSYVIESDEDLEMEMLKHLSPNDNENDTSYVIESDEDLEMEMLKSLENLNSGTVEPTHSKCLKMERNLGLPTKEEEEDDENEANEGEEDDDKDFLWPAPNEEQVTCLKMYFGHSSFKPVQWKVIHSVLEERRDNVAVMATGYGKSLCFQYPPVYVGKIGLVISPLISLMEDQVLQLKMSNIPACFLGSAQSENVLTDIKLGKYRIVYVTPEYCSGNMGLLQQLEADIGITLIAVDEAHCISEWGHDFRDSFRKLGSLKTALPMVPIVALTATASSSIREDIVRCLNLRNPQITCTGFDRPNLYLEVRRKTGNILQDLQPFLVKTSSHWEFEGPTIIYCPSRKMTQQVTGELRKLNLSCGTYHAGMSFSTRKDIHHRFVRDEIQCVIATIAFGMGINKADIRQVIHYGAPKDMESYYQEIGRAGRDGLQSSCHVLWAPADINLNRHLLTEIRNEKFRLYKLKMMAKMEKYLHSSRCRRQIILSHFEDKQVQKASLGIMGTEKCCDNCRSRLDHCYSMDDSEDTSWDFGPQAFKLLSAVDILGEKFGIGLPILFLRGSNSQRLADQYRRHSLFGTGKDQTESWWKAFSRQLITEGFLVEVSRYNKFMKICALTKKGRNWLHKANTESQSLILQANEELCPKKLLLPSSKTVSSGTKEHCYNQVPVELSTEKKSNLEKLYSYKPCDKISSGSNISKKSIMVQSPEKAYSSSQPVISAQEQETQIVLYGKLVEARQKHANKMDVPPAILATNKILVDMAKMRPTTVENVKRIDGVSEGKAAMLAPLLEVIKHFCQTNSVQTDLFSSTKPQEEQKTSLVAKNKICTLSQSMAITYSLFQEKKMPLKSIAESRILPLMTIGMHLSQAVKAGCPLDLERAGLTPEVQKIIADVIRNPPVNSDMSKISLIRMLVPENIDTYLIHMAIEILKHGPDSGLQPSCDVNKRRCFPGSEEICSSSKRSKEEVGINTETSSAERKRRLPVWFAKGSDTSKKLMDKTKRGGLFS
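WRN at 20 nM final was preincubated with compound for 15 min at room temperature; reaction started with 100 nM forked duplex oligonucleotide carrying fluorophore and quencher plus 2 mM ATP (final). Unwinding followed kinetically by red fluorescence (ex 525/em 598 nm).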
KB-V1 MDR tox = kills drug-selected multidrug resistant KB-V1 cells; 3.4% of 400,000 active; KB-V1 MDR cells viability, CellTiter-Glo, 72 h; Potency, µM (highest dose often 46.1 µM), without a hit: top-dose activity change, negative = cytotoxicity, actives largely listed as cytotoxic; also: potency is read from the fitted curve at half-maximal effect; % is scaled to controls: 0 for no effect and ±100 for the full control effect; nearly all actives have a fitted effect of over 60% in size
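Readout: CellTiter-Glo luminescence, 10 min after addition. Cells: KB-V1 MDR subline, 72 h at 37 degrees C with compound. Analysis: corrected, normalized data fitted to concentration-effect curves.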
Starred values were filed as active, the others as inactive; ? = inconclusive; . = no result given; [ ] = remark or other dose. Unless noted, calls follow the shape of the dose curve; as a rule, active = well fitted curve in the direction sought with a large enough effect; inconclusive = small, poorly fitted or top-dose-only effect, or another doubt; inactive = no such curve, though single readings can be large; an effect the other way counts as inactive or inconclusive.

Each structure is followed by: IL-1B inflam inh	MCF10A rereplic	HT1080 IDH1KD tx	SW480 rerep	KB-V1 MDR tox	WRN helicase inh	HT1080-NT tox	KB-3-1 cytotox	ATXN2 expr inh
1) Cc1cccc(C(=O)OCC(=O)NC2CC2)c1O
 : -2	1%	-5%	0%	4%	-3%	-11%	-3%	0%
2) COc1ccc(-c2c(-c3ccccc3OC)oc3ccccc23)cc1F
 : 28	?	21%	20%	-15%	-4%	0%	9%	6%
3) COc1ccc(N2CCN(C(=O)c3ccccc3N(C)S(=O)(=O)c3ccc(C)cc3)CC2)cc1
 : 0	-1%	-4%	-4%	-4%	-20%	-4%	-21%	-12%
4) COc1ccccc1OCCNC(=O)c1ccc(C(C)(C)C)cc1
 : -4	6%	-10%	0%	0%	-27%	-1%	-3%	39%[activator]
5) CC(=O)Nc1ccc(C(=O)CSc2nnnn2C2CCCC2)cc1
 : 7	-1%	-9%	?	-7%	-11%	0%	-5%	.
6) O=C(CCCc1ccccc1)Nc1cccnc1
 : 26	1%	23%	2%	19%	4%	15%	7%	47%[activator]
7) CC(C)(Oc1ccc(Cl)cc1)C(=O)N/N=C/c1cn[nH]c1-c1ccccc1
 : -2	?	?	4%	3%	-2%	-1%	1%	2%
8) COc1cccc(CNC(=O)C2CCCN(c3nn4c(=O)cc(C)nc4s3)C2)c1 (stereo unspecified)
 : -8	-11%	10%	-8%	28%	0%	6%	4%	2%
9) COc1cc(-c2cc(NC(C)=O)c3ncc(-c4ccc(C(C)=O)cc4)n3c2)cc(OC)c1OC
 : -64*	.	?	.	23µM*	1%[57.1 µM]	-29%	?	-22%
10) COc1cc2c(C)nc(C)c(C#N)c2cc1OC
 : -4	13%[9.22 µM]	11%	-3%	?	-9%	15%	8%	-11%
11) COc1ccc(N2C(=O)NC3CC2(C)Oc2ccc(Br)cc23)cc1OC (stereo unspecified)
 : 4	6%	-20%	2%	19%	-5%	-10%	-3%	3%
12) COc1ccc(CNC(=O)COC(=O)CCc2nc3ccccc3c(=O)[nH]2)cc1
 : 8	3%	-3%	-1%	5%	-24%	2%	-11%	-10%
13) CCC(=O)c1cn(CC(=O)Nc2ccccc2Cl)c2ccccc12
 : 44	5%	2%	18%	-16%	2%	6%	7%	-6%
14) COC(=O)c1cc(Br)c(=O)n(CC(C)C)c1
 : 24	-5%	-1%	-8%	21%	7%	1%	22%	-1%
15) Cc1n[nH]c(C)c1N=Nc1cc(Cl)ccc1Cl
 : -16	?	3%	4%	?	0%	4%	?	-5%
16) CC1CCC(C(C)C)C(OC(=O)CSc2nc(N)cc(=O)[nH]2)C1 (stereo unspecified)
 : 25	-1%	-3%	0%	-8%	0%	-2%	0%	-12%
17) COc1ccc(CN2C(=O)c3cccnc3C2=O)cc1S(=O)(=O)N1CCCC(C)C1 (stereo unspecified)
 : 15	1%	0%	1%	5%	-8%	17%	1%	.
18) C#CCOCCOCCOCCNc1nc(N2CCN(C(=O)[C@H](CCCCN)n3cc([C@@H](N)CC(C)C)nn3)CC2)nc(N2CCN(C(=O)[C@H](Cc3ccc(O)cc3)n3cc([C@@H](N)CC(C)C)nn3)CC2)n1
 : 8	10%	-1%	-6%	23%	2%	11%	13%	6%
19) CCOc1ccc(NS(=O)(=O)c2ccc(C(=O)NCC3CCCO3)cc2)cc1 (stereo unspecified)
 : 9	.	3%	.	-27%	2%	11%	-1%	.
20) Cc1ccc(S(=O)(=O)CC(C)(O)CS(=O)(=O)c2ccc(C)cc2)cc1
 : 2	1%	10%	-9%	-12%	4%	7%	16%	-5%
21) COc1ccccc1C(=O)Nc1cc(C)on1
 : 8	0%	16%	-21%	10%	-30%	17%	15%	36%
22) COc1ccc(C(=O)C2CCCN(C(=O)Cn3cncn3)C2)cc1OC (stereo unspecified)
 : 9	?	16%	-9%	11%	4%	15%	3%	0%
23) COc1cccc(NC(=S)N2CCN(C(c3ccccc3)c3ccccc3)CC2)c1
 : -13	-1%	-4%	-2%	-19%	-8%	-3%	-2%	-3%
24) Cc1cccc(CSc2ccc3nnc(-c4cccs4)n3n2)c1
 : 34	-4%	6%	?	9%	-2%	4%	2%	.
25) O=C(Cn1c(=O)oc2cc(S(=O)(=O)NCc3ccccc3)ccc21)NCc1ccco1
 : -13	11%	6%	3%	15%	2%	-3%	-6%	0%
26) CSc1ccc(S(=O)(=O)Nc2ccc3c(c2)OCCO3)cc1
 : -13	0%	0%	0%	?	-3%	-5%	?	-8%
27) Cc1c(NC(=O)C(C)OC(=O)c2ccc(Cl)nc2)c(=O)n(-c2ccccc2)n1C (stereo unspecified)
 : 0	1%	33%	-12%	-2%	5%	17%	7%	-4%
28) Cc1c(C)n(CC(O)CNc2ccccc2)c2ccccc12 (stereo unspecified)
 : ?	-31%	0%	-23%	2%	-2%	9%	-12%	-16%
29) CCCCn1ccc(=O)c2c(C(F)(F)F)nccc21
 : 0	0%	-3%	-7%	-3%	-3%	-8%	-11%	-19%
30) COC(=O)c1cc(OC)c(OC)c(OC)c1N
 : -1	?	6%	-5%	-1%	-2%	6%	8%	3%

Reformatted with tabs: 3 of the compounds above.
No.	SMILES	IL-1B inflam inh	MCF10A rereplic	HT1080 IDH1KD tx	SW480 rerep	KB-V1 MDR tox	WRN helicase inh	HT1080-NT tox	KB-3-1 cytotox	ATXN2 expr inh
8	COc1cccc(CNC(=O)C2CCCN(c3nn4c(=O)cc(C)nc4s3)C2)c1 (stereo unspecified)	-8	-11%	10%	-8%	28%	0%	6%	4%	2%
12	COc1ccc(CNC(=O)COC(=O)CCc2nc3ccccc3c(=O)[nH]2)cc1	8	3%	-3%	-1%	5%	-24%	2%	-11%	-10%
24	Cc1cccc(CSc2ccc3nnc(-c4cccs4)n3n2)c1	34	-4%	6%	?	9%	-2%	4%	2%	.

5 compounds from above, arranged by heavy-atom count, largest number first.
Each structure is followed by: IL-1B inflam inh	MCF10A rereplic	HT1080 IDH1KD tx	SW480 rerep	KB-V1 MDR tox	WRN helicase inh	HT1080-NT tox	KB-3-1 cytotox	ATXN2 expr inh
27) Cc1c(NC(=O)C(C)OC(=O)c2ccc(Cl)nc2)c(=O)n(-c2ccccc2)n1C (stereo unspecified)
 : 0	1%	33%	-12%	-2%	5%	17%	7%	-4%
19) CCOc1ccc(NS(=O)(=O)c2ccc(C(=O)NCC3CCCO3)cc2)cc1 (stereo unspecified)
 : 9	.	3%	.	-27%	2%	11%	-1%	.
2) COc1ccc(-c2c(-c3ccccc3OC)oc3ccccc23)cc1F
 : 28	?	21%	20%	-15%	-4%	0%	9%	6%
16) CC1CCC(C(C)C)C(OC(=O)CSc2nc(N)cc(=O)[nH]2)C1 (stereo unspecified)
 : 25	-1%	-3%	0%	-8%	0%	-2%	0%	-12%
26) CSc1ccc(S(=O)(=O)Nc2ccc3c(c2)OCCO3)cc1
 : -13	0%	0%	0%	?	-3%	-5%	?	-8%

Additional results:
Each structure is followed by: IL-1B inflam inh	MCF10A rereplic	HT1080 IDH1KD tx	SW480 rerep	KB-V1 MDR tox	WRN helicase inh	HT1080-NT tox	KB-3-1 cytotox	ATXN2 expr inh
31) O=C(O)Cc1ccc(NC(=O)c2ccc3c(c2)C(=O)N(Cc2ccccc2)C3=O)cc1
 : -18	.	1%	.	18%	-8%	-2%	8%	.
32) COc1ccc(CCNC(=O)Cn2c(=O)n(-c3ccc(C)c(F)c3)c(=O)c3sccc32)cc1OC
 : 4	5%	8%	24%	-2%	-16%	11%	-3%	-3%
33) O=C(NCCN1CCCCC1)c1ccc(/C=N/O)nc1
 : 2	6%	6%	-3%	-11%	8%	3%	-2%	.
34) O=C(NCCCl)Nc1ccccc1NS(=O)(=O)c1cccs1
 : 13	-2%	4%	-5%	4%	-13%	8%	17%	0%
35) CN(C)c1ccc(NC(=O)c2cnsn2)cc1
 : -11	1%	-3%	-3%	-9%	-1%	-1%	-4%	?
36) Cc1ccc(CNn2cnnc2SCC(=O)NC(C)(C)C)cc1
 : 0	-1%	1%	-6%	6%	10%	0%	15%	-26%
37) CN=C1S/C(=C\c2ccc(SC)cc2)C(=O)N1C
 : -17	2%	-5%	5%	-3%	-6%	13%	16%	11%
38) COc1ccccc1NC(=O)CC(c1ccc(F)cc1)c1ccco1 (stereo unspecified)
 : -10	-6%	3%	3%	-12%	-6%	-2%	2%	-12%
39) O=C(NCc1ccccc1)C(c1cccnc1)N(C(=O)c1csnn1)c1ccccc1 (stereo unspecified)
 : -9	0%	5%	0%	21%	-6%[57.1 µM]	8%	-8%	8%
40) Cc1cccc(OCCNC(=O)CCNS(=O)(=O)c2ccc3ccccc3c2)c1
 : -14	14%	5%	-1%	18µM*	-3%	7%	-17%	5%
41) CCC(C)C(=O)N1c2ccccc2C(=C2SC(C(=O)OC)=C(C(=O)OC)S2)C(=S)C1(C)C (stereo unspecified)
 : -59*	-4%	?	9%[9.22 µM]	?	-7%	?	?	?
42) COC(=O)N[C@H](c1ccccc1)[C@@]1(C)C[C@@H]1[C@@H](C)C(=O)Nc1ccc2ccccc2c1
 : -6	17%	-8%	3%	5%	3%	-3%	2%	-7%
43) O=C(c1ccc(Cl)cc1)N1CCN(S(=O)(=O)/C=C/c2ccccc2)CC1
 : ?	-2%	-2%	-24%	-15%	-9%	-3%[9.24 µM]	23µM*	-21%
44) Cc1sc2nc(COC(=O)C(NC(=O)c3ccc(Cl)cc3Cl)C(C)C)[nH]c(=O)c2c1C (stereo unspecified)
 : ?	?	9%	3%	-25%	4%	7%	23%	5%
45) COC(=O)CC1c2ccccc2S(=O)(=O)N1Cc1ccccc1 (stereo unspecified)
 : 25	3%	5%	-4%	-11%	-8%	2%	16%	1%
46) CN(CC(=O)NC1(C)CCS(=O)(=O)C1)S(=O)(=O)c1ccc(Cl)cc1 (stereo unspecified)
 : 0	6%	8%	-2%	-1%	1%	6%	-5%	9%

Compound activity as filed in PubChem BioAssay.
